SRC1 inh: inhibits human SRC1 coactivator | Q15788 | AID 588354 | HEK293 GAL4-SRC1 luciferase reporter, luminescence | inhibition, % at 3.6 µM | hit rate 0.12% among 360,000;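 active = inhibition above the campaign mean plus 3 SD, with each screening campaign given its own cutoff, cut at about 60% in these data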;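 note: 0% = DMSO treated cells and 100% = gossypol at 36 µM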
NR5A2 inv ag: NR5A2 inverse agonism in reporter assay; O00482; HEK293T StAR-luciferase reporter, LRH-1 transfected, 24 h; inhibition, % at 3.6 µM; hit rate 0.13% among 360,000; AID 602396;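 active = inhibition above the mean inhibition of all tested compounds plus 3 SD, cut at about 73% in these data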;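 note: 0% = DMSO wells and 100% = reporter-only cells lacking LRH-1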
NOD2-RIPK2 inh: NOD2-RIPK2 protein interaction inhibition | O43353 | CHO BLA complementation NOD2-RIPK2, CCF4 ratio | inhibition, % at 4.98 µM | hit rate 0.38% among 360,000 | AID 624267; in the data active = inhibition above about 21%;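 note: 0% = vehicle only and 100% = reference blocker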
SRC3 inh: human NCOA3 inhibition; Q9Y6Q9; AID 588352; HEK293 GAL4-SRC3 luciferase reporter, luminescence; hit rate 0.17% among 360,000; inhibition, % at 3.6 µM;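 active = inhibition above a per-campaign cutoff, the mean of all compounds plus 3 SD, cut at about 60% in these data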;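 note: 0% = DMSO-treated cells and 100% = gossypol-treated cells at 36 µM; higher means less SRC3-driven luciferase light from the GAL4 reporter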
TLR9-MyD88 inh: blocks human TLR9 binding to MyD88. Q9NR96+Q99836. CHO BLA complementation TLR9-MyD88, CCF4 FRET ratio. inhibition, % at 4.98 µM. hit rate 0.21% among 340,000. AID 504734;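 active = inhibition above the mean over all tested compounds plus 3 SD, cut at about 21% in these data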;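 note: 0% = DMSO only wells and 100% = clavulanate BLA inhibitor control wells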
TROY signal inh: inhibitors of TROY-dependent NF-kB signaling | Q293 LMP1-TROYcd NF-kB luciferase reporter, 4 h | inhibition, % at 10 µM | hit rate 0.98% among 360,000 | AID 1347056;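 active = compounds whose plate-normalised and pattern-corrected inhibition of the luciferase reporter signal at the single screening dose is 50% or more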
TWEAK Fn14 block: TWEAK-Fn14 signaling inhibition | TWEAK-stimulated Fn14 reporter cells, luciferase luminescence, 8 h | inhibition, % at 10 µM | hit rate 2% among 360,000; in the data active = inhibition above about 50%
Exocytosis inh: lytic granule exocytosis inhibition; hit rate 0.66% among 360,000; TALL-104 LAMP-1 surface exposure, flow cytometry; cells stimulated with thapsigargin and PMA; AID 651702; inhibition, % at 10 µM;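 active = inhibition above about 55%, limit read from the data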
ABHD5 PLIN5 PPI: ABHD5-PLIN5 protein interaction inhibition; Q00G26+Q8WTS1; Split G. princeps luciferase complementation, luminescence, 4 h; inhibition, % at 4 µM; hit rate 0.78% among 360,000;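 active = inhibition above the mean inhibition across every tested compound plus 3 SD, cut at about 22% in these data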;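 note: 0% = DMSO only wells and the 100% control is not disclosed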
SRC2 inh: human SRC2 (NCOA2) inhibition | HEK293 GAL4-SRC2 luciferase reporter, luminescence | inhibition, % at 9 µM | hit rate 0.17% among 370,000 | Q15596 | AID 651957;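 active = inhibition above the mean inhibition of all tested compounds plus 3 SD, set per campaign, cut at about 52% in these data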;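 note: 0% = DMSO treated cells and 100% = cells given Gossypol at 36 µM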
Target sequence (Q15596 whole entry, looked up, the tested form may be a part): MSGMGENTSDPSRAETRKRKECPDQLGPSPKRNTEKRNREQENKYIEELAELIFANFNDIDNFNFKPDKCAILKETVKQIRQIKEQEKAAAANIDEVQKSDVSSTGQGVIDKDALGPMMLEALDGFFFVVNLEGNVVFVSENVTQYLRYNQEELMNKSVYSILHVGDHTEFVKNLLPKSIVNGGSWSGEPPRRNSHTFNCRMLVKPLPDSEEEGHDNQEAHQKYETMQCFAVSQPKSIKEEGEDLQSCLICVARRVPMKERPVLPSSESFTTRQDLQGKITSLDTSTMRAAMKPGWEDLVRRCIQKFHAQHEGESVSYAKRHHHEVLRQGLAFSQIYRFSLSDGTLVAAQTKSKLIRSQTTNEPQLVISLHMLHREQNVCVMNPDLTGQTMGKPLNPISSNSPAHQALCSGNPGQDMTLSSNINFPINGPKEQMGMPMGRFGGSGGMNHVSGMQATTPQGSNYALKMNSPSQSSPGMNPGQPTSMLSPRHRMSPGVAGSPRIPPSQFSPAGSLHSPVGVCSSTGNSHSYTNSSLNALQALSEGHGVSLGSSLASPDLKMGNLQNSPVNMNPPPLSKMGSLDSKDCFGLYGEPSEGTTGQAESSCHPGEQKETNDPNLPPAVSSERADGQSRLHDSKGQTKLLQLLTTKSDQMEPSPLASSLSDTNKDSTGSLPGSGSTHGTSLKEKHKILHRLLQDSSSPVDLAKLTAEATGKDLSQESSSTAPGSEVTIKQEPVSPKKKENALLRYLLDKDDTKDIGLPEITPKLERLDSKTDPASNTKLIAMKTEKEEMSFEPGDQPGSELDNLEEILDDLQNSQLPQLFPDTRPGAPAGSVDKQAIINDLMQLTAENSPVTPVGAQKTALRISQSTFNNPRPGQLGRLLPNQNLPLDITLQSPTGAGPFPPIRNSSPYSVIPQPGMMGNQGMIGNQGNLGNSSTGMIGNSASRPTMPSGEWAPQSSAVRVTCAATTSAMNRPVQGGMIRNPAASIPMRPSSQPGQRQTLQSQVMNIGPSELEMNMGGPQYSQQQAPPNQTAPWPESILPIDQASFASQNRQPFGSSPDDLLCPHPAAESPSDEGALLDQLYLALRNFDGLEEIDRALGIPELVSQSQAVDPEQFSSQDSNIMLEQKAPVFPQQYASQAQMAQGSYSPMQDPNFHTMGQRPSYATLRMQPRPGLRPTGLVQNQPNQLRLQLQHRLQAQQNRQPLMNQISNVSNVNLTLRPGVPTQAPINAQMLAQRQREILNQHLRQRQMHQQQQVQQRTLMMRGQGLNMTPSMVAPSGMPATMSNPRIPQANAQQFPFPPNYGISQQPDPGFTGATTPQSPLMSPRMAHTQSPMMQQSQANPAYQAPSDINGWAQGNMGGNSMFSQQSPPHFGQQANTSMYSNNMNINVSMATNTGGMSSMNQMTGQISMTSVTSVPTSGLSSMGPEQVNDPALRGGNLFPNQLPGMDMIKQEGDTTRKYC
COUP-TFII inh: blocks human COUP-TFII nuclear receptor; P24468; HEK293T NGFI-A luciferase reporter, luminescence; inhibition, % at 8.6 µM; hit rate 0.7% among 370,000;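 active = inhibition above a per-plate cutoff, mean inhibition of test wells between control levels plus 3 SD, cut at about 38% in these data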;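 note: cells cotransfected with COUP-TFII expression vector driving the NGFI-A reporter; 0% = median of COUP-TF2 test wells and 100% = reporter-only cells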
Starred values were filed as active, the others as inactive. This is a subset; the hit share may differ from the screen's.

How did O=C(NCc1ccccc1)/C(=C\c1ccc(F)cc1)NC(=O)c1ccco1 do in these assays?
SRC1 inh: -16; NR5A2 inv ag: -12; NOD2-RIPK2 inh: -6; SRC3 inh: -8; TLR9-MyD88 inh: -15; TROY signal inh: 6; TWEAK Fn14 block: -8; Exocytosis inh: 2; ABHD5 PLIN5 PPI: -3; SRC2 inh: 18; COUP-TFII inh: -25

How did Cc1ccccc1NC(=O)c1ccccc1N(C)S(=O)(=O)c1ccccc1 do in these assays?
SRC1 inh: 6; NR5A2 inv ag: 1; NOD2-RIPK2 inh: -9; SRC3 inh: 17; TLR9-MyD88 inh: -3; TROY signal inh: 7; TWEAK Fn14 block: -14; Exocytosis inh: 1; ABHD5 PLIN5 PPI: 4; SRC2 inh: 27; COUP-TFII inh: 12

How did O=[N+]([O-])c1ccccc1S(=O)(=O)NCCSCc1ccco1 do in these assays?
SRC1 inh: -3; NR5A2 inv ag: 4; NOD2-RIPK2 inh: -1; SRC3 inh: 7; TLR9-MyD88 inh: -4; TROY signal inh: 16; TWEAK Fn14 block: -3; Exocytosis inh: -2; ABHD5 PLIN5 PPI: 6; SRC2 inh: -7; COUP-TFII inh: 1

Results for CC1CCCC(C(=O)O)N1C(=O)CCS (stereo unspecified) ?
SRC1 inh: -15; NR5A2 inv ag: 10; NOD2-RIPK2 inh: -7; SRC3 inh: 4; TLR9-MyD88 inh: 6; TROY signal inh: -16; TWEAK Fn14 block: -3; Exocytosis inh: -2; ABHD5 PLIN5 PPI: -5; SRC2 inh: -6; COUP-TFII inh: -4

Results for CN1CCN(c2ccc(C(=O)c3cn(-c4ccc(F)c(Cl)c4)nn3)cc2)CC1 ?
SRC1 inh: 2; NR5A2 inv ag: -17; NOD2-RIPK2 inh: 6; SRC3 inh: 4; TLR9-MyD88 inh: 6; TROY signal inh: -76; TWEAK Fn14 block: -32; Exocytosis inh: 18; ABHD5 PLIN5 PPI: 5; SRC2 inh: 6; COUP-TFII inh: -15

Results for CCNS(=O)(=O)c1ccc(NC(=S)NCC2CCCO2)cc1 (stereo unspecified) ?
SRC1 inh: 2; NR5A2 inv ag: -3; NOD2-RIPK2 inh: -6; SRC3 inh: 9; TLR9-MyD88 inh: -8; TROY signal inh: -2; TWEAK Fn14 block: 18; Exocytosis inh: -1; ABHD5 PLIN5 PPI: 2; SRC2 inh: -5; COUP-TFII inh: -8

What do the screens show for `CN(CC(=O)Nc1cccc(F)c1)C(=O)c1cc(S(=O)(=O)N2CCCCC2)ccc1N1CCOCC1`?
SRC1 inh: 10; NR5A2 inv ag: 8; NOD2-RIPK2 inh: -2; SRC3 inh: -8; TLR9-MyD88 inh: -2; TROY signal inh: 10; TWEAK Fn14 block: 12; Exocytosis inh: 8; ABHD5 PLIN5 PPI: 0; SRC2 inh: 12; COUP-TFII inh: 22

Results for CCCCCCCn1c(C)nnc1-c1cnn(C)c1N ?
SRC1 inh: -55; NR5A2 inv ag: -33; NOD2-RIPK2 inh: -8; SRC3 inh: -7; TLR9-MyD88 inh: -1; TROY signal inh: -16; TWEAK Fn14 block: 39; Exocytosis inh: 5; ABHD5 PLIN5 PPI: 0; SRC2 inh: -65; COUP-TFII inh: -2

How did CCC(=O)NS(=O)(=O)c1ccc(N=NN2CCCCC2)cc1 do in these assays?
SRC1 inh: -24; NR5A2 inv ag: -1; NOD2-RIPK2 inh: -5; SRC3 inh: 4; TLR9-MyD88 inh: -1; TROY signal inh: -21; TWEAK Fn14 block: 12; Exocytosis inh: -1; ABHD5 PLIN5 PPI: 2; SRC2 inh: -13; COUP-TFII inh: -2

What do the screens show for `COc1ccc(C(=O)NC2CCN(C(=O)Nc3ccc(F)cc3)CC2)cc1`?
SRC1 inh: 14; NR5A2 inv ag: 0; NOD2-RIPK2 inh: 0; SRC3 inh: 2; TLR9-MyD88 inh: -3; TROY signal inh: 2; TWEAK Fn14 block: 14; Exocytosis inh: 26; ABHD5 PLIN5 PPI: -9; SRC2 inh: -2; COUP-TFII inh: 17

How did O=C(C[n+]1ccccc1)N/N=C/c1ccc(F)cc1 do in these assays?
SRC1 inh: 14; NR5A2 inv ag: 8; NOD2-RIPK2 inh: -9; SRC3 inh: 6; TROY signal inh: -5; TWEAK Fn14 block: -3; Exocytosis inh: 7; ABHD5 PLIN5 PPI: 0; SRC2 inh: -8; COUP-TFII inh: 0

Results for COCCNC(=O)C1(C)CCCN(C(=O)c2cc(C)on2)C1 (stereo unspecified) ?
SRC1 inh: 10; NR5A2 inv ag: -19; NOD2-RIPK2 inh: 5; SRC3 inh: 4; TROY signal inh: -2; TWEAK Fn14 block: 0; Exocytosis inh: 1; ABHD5 PLIN5 PPI: 2; SRC2 inh: -6; COUP-TFII inh: -3

How did Cc1cc2c(=Cc3ccc(N(C)C)cc3)c3ccccc3n2[n+]1C do in these assays?
SRC1 inh: 53; NR5A2 inv ag: 76*; NOD2-RIPK2 inh: -105; SRC3 inh: 62; TLR9-MyD88 inh: -3; TROY signal inh: 41; TWEAK Fn14 block: 67*; Exocytosis inh: 5; ABHD5 PLIN5 PPI: 13; SRC2 inh: -41; COUP-TFII inh: 75*

What do the screens show for `CN(CCc1cn[nH]c1)C(=O)C1CCC(=O)N(CC2CCCCC2)C1` (stereo unspecified)?
SRC1 inh: 11; NR5A2 inv ag: 5; NOD2-RIPK2 inh: -6; SRC3 inh: 17; TLR9-MyD88 inh: -6; TROY signal inh: -2; TWEAK Fn14 block: -5; Exocytosis inh: -6; ABHD5 PLIN5 PPI: 3; SRC2 inh: -29; COUP-TFII inh: 1

Results for Cc1cc(NC(=O)CSc2nc3ccsc3c(=O)n2CCCCC(=O)O)no1 ?
SRC1 inh: -7; NR5A2 inv ag: 4; NOD2-RIPK2 inh: -14; SRC3 inh: -16; TLR9-MyD88 inh: 0; TROY signal inh: 3; TWEAK Fn14 block: -5; Exocytosis inh: -6; ABHD5 PLIN5 PPI: 1; SRC2 inh: -31; COUP-TFII inh: 0

How did O=C1CN(S(=O)(=O)c2cc(C(F)(F)F)ccc2Cl)CCN1 do in these assays?
SRC1 inh: 3; NR5A2 inv ag: 16; NOD2-RIPK2 inh: -13; SRC3 inh: -7; TLR9-MyD88 inh: 2; TROY signal inh: 4; TWEAK Fn14 block: 0; Exocytosis inh: 0; ABHD5 PLIN5 PPI: 3; SRC2 inh: 10; COUP-TFII inh: 10

Results for Cc1ccc(SCCNC(=S)Nc2ccccc2)cc1 ?
SRC1 inh: -28; NR5A2 inv ag: -11; NOD2-RIPK2 inh: 6; SRC3 inh: -1; TLR9-MyD88 inh: -2; TROY signal inh: -10; TWEAK Fn14 block: -19; Exocytosis inh: 6; ABHD5 PLIN5 PPI: -11; SRC2 inh: 18; COUP-TFII inh: 1

Results for O=C(Cn1cc(C(=O)c2cccs2)c2ccccc21)NCc1ccc2c(c1)OCO2 ?
SRC1 inh: -17; NR5A2 inv ag: 7; NOD2-RIPK2 inh: -5; SRC3 inh: 6; TLR9-MyD88 inh: -5; TROY signal inh: -1; TWEAK Fn14 block: 20; Exocytosis inh: 0; ABHD5 PLIN5 PPI: -7; SRC2 inh: 7; COUP-TFII inh: -19

How did O=C(CNS(=O)(=O)c1ccccc1)OCC(=O)c1cccc([N+](=O)[O-])c1 do in these assays?
SRC1 inh: 2; NR5A2 inv ag: 6; NOD2-RIPK2 inh: 0; SRC3 inh: 12; TLR9-MyD88 inh: 4; TROY signal inh: 0; TWEAK Fn14 block: 0; Exocytosis inh: 10; ABHD5 PLIN5 PPI: -3; SRC2 inh: -1; COUP-TFII inh: -3

How did CC(CN1CCCC1)OC(=O)c1ccc(Br)cc1 (stereo unspecified) do in these assays?
SRC1 inh: -28; NR5A2 inv ag: -16; NOD2-RIPK2 inh: -6; SRC3 inh: 9; TLR9-MyD88 inh: 11; TROY signal inh: 4; TWEAK Fn14 block: -21; Exocytosis inh: 2; ABHD5 PLIN5 PPI: 1; SRC2 inh: -1; COUP-TFII inh: -20

What do the screens show for `CCC(=O)OCOc1ccc(/C=C2/CCC(CN(C)C)C2=O)cc1` (stereo unspecified)?
SRC1 inh: -12; NR5A2 inv ag: -3; NOD2-RIPK2 inh: 33*; SRC3 inh: -13; TLR9-MyD88 inh: 10; TROY signal inh: -7; TWEAK Fn14 block: 37; Exocytosis inh: -2; ABHD5 PLIN5 PPI: 51*; SRC2 inh: -18; COUP-TFII inh: 10

What do the screens show for `c1ccc(OCCOc2ncnc3sccc23)cc1`?
SRC1 inh: -91; NR5A2 inv ag: -101; NOD2-RIPK2 inh: -10; SRC3 inh: -77; TLR9-MyD88 inh: 5; TROY signal inh: -39; TWEAK Fn14 block: -15; Exocytosis inh: 5; ABHD5 PLIN5 PPI: -2; SRC2 inh: -23; COUP-TFII inh: -27

Results for CC(C)(C)c1ccc(SCCc2ccccn2)cc1 ?
SRC1 inh: -70; NR5A2 inv ag: -80; NOD2-RIPK2 inh: 3; SRC3 inh: -122; TLR9-MyD88 inh: 1; TROY signal inh: -51; TWEAK Fn14 block: -33; Exocytosis inh: -6; ABHD5 PLIN5 PPI: 0; SRC2 inh: -37; COUP-TFII inh: -1

How did O=c1cc(-c2ccc([N+](=O)[O-])cc2)c2cc3c(cc2[nH]1)OCCO3 do in these assays?
SRC1 inh: -30; NR5A2 inv ag: 19; NOD2-RIPK2 inh: -12; SRC3 inh: 6; TLR9-MyD88 inh: -3; TROY signal inh: -13; TWEAK Fn14 block: 10; Exocytosis inh: 0; ABHD5 PLIN5 PPI: -1; SRC2 inh: 11; COUP-TFII inh: -10

What do the screens show for `O=C(NCc1ccco1)c1ccc(COc2ccccc2[N+](=O)[O-])o1`?
SRC1 inh: 19; NR5A2 inv ag: -10; NOD2-RIPK2 inh: -4; SRC3 inh: -5; TLR9-MyD88 inh: 0; TROY signal inh: 0; TWEAK Fn14 block: 5; Exocytosis inh: 1; ABHD5 PLIN5 PPI: 5; SRC2 inh: -33; COUP-TFII inh: 0

What do the screens show for `O=c1c2ccccc2oc2ccc(-c3ccc4cc[nH]c4c3)cc12`?
SRC1 inh: -121; NR5A2 inv ag: -249; NOD2-RIPK2 inh: -6; SRC3 inh: -102; TLR9-MyD88 inh: -9; TROY signal inh: -38; TWEAK Fn14 block: 35; Exocytosis inh: -3; ABHD5 PLIN5 PPI: -1

What do the screens show for `COc1ccc(CCN(Cc2ccccn2)C(=S)Nc2cccc(C)c2)cc1OC`?
SRC1 inh: 11; NR5A2 inv ag: 1; NOD2-RIPK2 inh: 1; SRC3 inh: 12; TLR9-MyD88 inh: -8; TROY signal inh: -14; TWEAK Fn14 block: 17; Exocytosis inh: -1; ABHD5 PLIN5 PPI: 11; SRC2 inh: 25; COUP-TFII inh: -10

How did CC(=O)NC(=S)Nc1ccccc1C(=O)Nc1ccccc1 do in these assays?
SRC1 inh: 2; NR5A2 inv ag: 9; NOD2-RIPK2 inh: -2; SRC3 inh: 18; TLR9-MyD88 inh: -1; TROY signal inh: 11; TWEAK Fn14 block: -20; Exocytosis inh: 2; ABHD5 PLIN5 PPI: 1; SRC2 inh: 6; COUP-TFII inh: 7

Compound activity from PubChem BioAssay.
